Source: PubChem BioAssay
Chronic BCR inh = chronic active BCR signaling inhibition | ABC-DLBCL IkBa-CBG/CBR reporter, luminescence ratio, 4 h | Potency, µM (titrated, usually from 46.1 µM), for inactives: at the highest dose ratio change, negative = lower green/red ratio, usual class: inhibitors | actives 0.05% (n = 340,000) | AID 493014; active = well fitted inhibition curve with a large enough effect in the signal ratio, with a control signal flat, not every such curve was filed as active; inconclusive = small, poorly fitted or top-dose-only effect, or effect the other way, or a change in a side signal; the % refers to the signal ratio;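 also: potency is read from the fitted curve at half-maximal effect; plate controls were basal doxycycline-induced cells for no effect and cells given 10 µM MG132 for full effect; MG132 reads +100%, hits lower the ratio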
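TMD8 ABC-DLBCL cells carrying doxycycline-inducible green luciferase fused to IkappaBalpha plus unfused red luciferase were exposed to compounds (up to 46 uM) for 4 hrs at 37C. Activity came from the overlap-corrected green/red luminescence ratio.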
S-ASM inh = blocks human secretory acid sphingomyelinase. AID 504937. placental ASM, HMU-PC fluorogenic substrate, 60 min. P17405. Potency, µM (series often up to 57.5 µM), for inactives: at the top dose activity change, negative = inhibition, hits mostly inhibitors. actives 0.006% (n = 340,000); also: potency is read from the fitted curve at half-maximal effect
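HMU-PC0 cleavage (9 uM final) by human placental ASM, 60 min at 37 °C following 10 min compound exposure at RT; stopped at pH 10, fluorescence Ex 386/Em 447 nm.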
Eya2 phos inh = Eya2 (human) phosphatase inhibition; recombinant Eya2, OMFP fluorescence dephosphorylation (OMFP is methylfluorescein phosphate); O00167; actives 0.006% (n = 330,000); Potency, µM (highest dose often 76.9 µM), for inactives: at the highest dose activity, negative = inhibition, actives largely listed as inhibitors; also: potency is read from the fitted curve at half-maximal effect; % is scaled to controls: 0 for no effect and ±100 for the full control effect
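Eya2 protein (added as 0.2 uM solution) was preincubated with compound for 10 min at ambient temperature in 50 mM HEPES pH 7.5, 50 mM NaCl, 5 uM MgCl2, 0.05% BSA, 1 mM DTT. OMFP (added at 50 uM) then reacted 10 min; fluorescence read at 485/525 nm.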
a7 integrin act = activators of alpha7 integrin expression for muscular dystrophy | alpha7betagal myoblasts, beta-gal FDG fluorescence, 48 h | Potency, µM (doses to about 38.3 µM), for inactives: at the top dose activation, usual class: activators | actives 0.064% (n = 350,000) | AID 624291;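 also: potency is read from the fitted curve at half-maximal effect; 100% = response of the positive control SU9516; nearly all actives have a fitted effect of over 60% in size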
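alpha7betagal+/- myoblasts (passage 13, 250/well) treated 48 h at 37C with compounds at 1:260 dilution of DMSO stock. Lysed, then beta-galactosidase activity read as FDG fluorescence (ex 480/em 540) after 30 min, with pre-read for autofluorescence.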
A-T KAP1 phos = potential ataxia-telangiectasia treatments restoring KAP-1 phosphorylation. […] A-T fibroblasts, KAP-1 phosphorylation AlphaLISA; neocarzinostatin DNA damage 30 min before lysis. Potency, µM (series often up to 57.5 µM), without a hit: at the top dose activation, hits mostly activators. actives 0.19% (n = 320,000); also: potency is read from the fitted curve at half-maximal effect; % of control where 0% means no effect; nearly all actives have a fitted effect of over 45% in size
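ATM-like activity read as KAP-1 phosphorylation via AlphaLISA donor/acceptor antibody pairs after lysis and 6 hr at 25C. Cells were ATM-null patient fibroblasts ([…], hTERT), dosed 60 min, then exposed to the DSB inducer NCS for 30 min.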
TSG101-PTAP inh = blocks PTAP/TSG101 interaction to inhibit HIV-1 budding; Q99816; Fluorescence polarization, FITC-PTAP peptide / Tsg101 binding; Potency, µM (top dose mostly 115 µM), without a hit: top-dose activity change, negative = inhibition, usual class: inhibitors; 340,000 tested, under 10 active; AID 493005; active = well fitted inhibition curve with a large enough effect in the main read-out, with a control signal flat, not every such curve was filed as active; inconclusive = small, poorly fitted or top-dose-only effect, or effect the other way, or a change in a side signal; inactive = no such curve, though single readings can be large or run the other way; also: potency is read from the fitted curve at half-maximal effect; % of control where 0% means no effect
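Steps: Tsg101 binding domain dispensed (10 uM final), compounds pinned in DMSO, FITC-labeled PTAP-motif peptide added (50 nM final); after 20 min binding at room temperature, polarization measured.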
TSHR antagonist = antagonists of human thyroid stimulating hormone receptor; P16473; TSHR-expressing cells, TSH-stimulated cAMP HTRF, 2 h; active compounds read low; activity change, negative = inhibition, % at 11.5 µM; actives 0.2% (n = 330,000); AID 504810;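 active = activity change below a set negative limit, meaning inhibition stronger than a set level, cut at about -70% in these data; inconclusive = activity change between two set negative limits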; also: % is scaled to controls: 0 for no effect and ±100 for the full control effect
Target sequence (P16473 whole entry, looked up): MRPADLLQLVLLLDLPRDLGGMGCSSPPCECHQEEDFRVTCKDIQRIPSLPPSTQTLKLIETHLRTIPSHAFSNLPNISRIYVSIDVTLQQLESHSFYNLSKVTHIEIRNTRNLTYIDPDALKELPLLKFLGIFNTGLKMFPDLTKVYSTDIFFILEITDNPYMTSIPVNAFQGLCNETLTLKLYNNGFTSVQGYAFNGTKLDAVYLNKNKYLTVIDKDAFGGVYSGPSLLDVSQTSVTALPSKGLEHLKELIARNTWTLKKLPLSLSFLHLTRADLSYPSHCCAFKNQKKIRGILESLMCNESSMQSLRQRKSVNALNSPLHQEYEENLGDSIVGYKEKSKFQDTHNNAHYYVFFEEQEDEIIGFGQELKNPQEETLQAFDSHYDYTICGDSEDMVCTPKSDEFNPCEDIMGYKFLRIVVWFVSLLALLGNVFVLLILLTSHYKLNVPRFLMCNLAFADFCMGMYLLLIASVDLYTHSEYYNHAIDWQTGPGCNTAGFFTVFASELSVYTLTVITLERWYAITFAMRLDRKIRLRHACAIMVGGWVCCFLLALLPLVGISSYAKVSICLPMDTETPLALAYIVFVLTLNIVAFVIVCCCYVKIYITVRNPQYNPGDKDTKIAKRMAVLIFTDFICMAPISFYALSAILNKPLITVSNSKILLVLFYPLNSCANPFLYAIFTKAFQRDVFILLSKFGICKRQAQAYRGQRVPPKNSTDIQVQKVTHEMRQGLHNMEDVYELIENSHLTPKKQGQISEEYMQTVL
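Freshly harvested TSHR cells receive pin-tooled compound, then EC80 TSH at 4nM final. After 2 hours at 37 deg C, antibody in lysis buffer and cAMP-d2 are added; 30 minutes at ambient temperature precede the HTRF read.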
Mito fusion act = mitochondrial division inhibition or fusion activation; S. cerevisiae fusion-defective mutant growth rescue, CellTiterGlo 48 h; Potency, µM (highest dose often 46.1 µM), for the others: at the highest dose growth rescue (activation), actives largely listed as activators; actives 0.23% (n = 320,000); AID 485298;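 also: potency is read from the fitted curve at half-maximal effect; % of control where 0% means no effect; nearly all actives have a fitted effect of over 45% in size; temperature-sensitive fusion mutants such as fzo1-1 at 37 °C on non-fermentable ethanol glycerol medium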
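Luminescent cell viability in 1536-well qHTS format served as the measure of rescued growth in ts fusion-mutant S. cerevisiae cultured on non-fermentable YPEG for 48 hours at 37C.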
Tb PFK inh = blocks T. brucei phosphofructokinase | O15648 | T. brucei PFK, ADP-Glo luminescence | Potency, µM (top dose mostly 57.5 µM), for inactives: at the top dose activity, negative = inhibition, actives largely listed as inhibitors | actives 0.17% (n = 330,000);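 also: potency is read from the fitted curve at half-maximal effect; 0% = uninhibited 1x PFK enzyme wells and -100% = no-enzyme wells; nearly all actives have a fitted effect of over 60% in size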
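Activity is normalized to no-enzyme wells (full inhibition) and 1.25 nM enzyme wells (no inhibition). Reaction: 0.5 mM F6P, 0.1 mM ATP, 45 min RT, ADP-Glo luminescence; concentration-response curves fitted and classed by quality.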
TCR act = activators of T cell receptors; primary human leukocytes, anti-CD3, IL-2 HTRF, 48 h; 330,000 tested, under 10 active; AID 504894; Potency, µM (titrated, usually from 9.22 µM), without a hit: at the highest dose activation of IL-2 secretion, most hits filed as activators; also: % of control where 0% means no effect
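TCR engagement came from a-CD3 beads alone, with compounds added to primary human leukocytes for 48 hr. Secreted IL-2 bridged europium cryptate- and d2-labelled anti-IL-2 antibodies, giving FRET emission at 665nm after 320nm excitation.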
ELG1 repair inh = blocks ELG1-dependent DNA repair in HEK293T cells; HEK293T ELG1-luciferase reporter, luminescence, 16 h; DNA damage induced by 5-fluorouridine; AID 504467; Potency, µM (highest dose often 46.1 µM), without a hit: at the highest dose activity change, negative = inhibition, actives largely listed as inhibitors; actives 2.3% (n = 330,000); also: potency is read from the fitted curve at half-maximal effect; % is scaled to controls: 0 for no effect and ±100 for the full control effect; nearly all actives have a fitted effect of over 55% in size
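Reporter activity after DNA damage by 5-fluorouridine is monitored. Compound-treated cells incubate 16 hr at 37 °C, then ONE-Glo is added for 30 min before luminescence reading.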
Numbers without * were called inactive; ? = inconclusive; . = not tested or not shown; [ ] = dose if it differs, or a comment. Unless noted, calls follow the shape of the dose curve; as a rule, active = well fitted curve in the direction sought with a large enough effect; inconclusive = small, poorly fitted or top-dose-only effect, or another doubt; inactive = no such curve, though single readings can be large; an effect the other way counts as inactive or inconclusive.

Under each structure – Mito fusion act, TSHR antagonist, Eya2 phos inh, A-T KAP1 phos, ELG1 repair inh, TCR act, a7 integrin act, Chronic BCR inh, Tb PFK inh, S-ASM inh, TSG101-PTAP inh
CCOC(=O)c1ccc(NC(=O)CSc2nc3c(c(=O)n2-c2ccccc2OC)SCC3)cc1
    -2%, 6, -21%, 2%, -15%, -1%, 6%, 1%, -3%, -2%, 0%
COCC(C)n1c(C)cc(C(=O)COC(=O)c2n[nH]c3ccccc23)c1C (stereo not given)
    2%, -3, 4%, 0%, ?, 7%, -7%, 0%, 0%, -4%, -2%
Cc1ccnc(NC(=O)c2ccccc2[N+](=O)[O-])c1
    1%, -8, 2%, -7%, ?, 10%, -1%, ?, -3%, 0%, 2%
COCC1CCCN(C(=O)c2ccc3oc(C(C)C)nc3c2)C1 (stereo not given)
    -3%, 1, 3%, 13%, 10%, -8%, -4%, ?, -2%, -2%, -3%
O=C(Cc1cccs1)Nc1ccc2c(c1)C(=O)OC2
    -1%, 14, 7%, ., 2%, 13%, 1%, ?, -2%, 8%, -8%
O=C(COC(=O)Cc1ccc(Cl)cc1)Nc1c(F)cccc1F
    -1%, -10, 9%, 3%, 6%, -2%, -9%, ?, -5%, 2%, 3%
COC(=O)c1cc(Br)ccc1N(Cc1cc(OC)cc(OC)c1)S(C)(=O)=O
    7%, 22, -25%, -3%, -10%, 7%, 5%, 2%, -1%, 0%, -3%
CCOC(=O)CC1CCCCN1C(=O)CCCn1nnnc1CN1CCOCC1 (stereo not given)
    -1%, 7, -1%, 10%, 26%, 7%, 12%, 0%, -1%, 4%, 0%
CCNC(=O)N(CC)C[C@H]1N[C@@](Cc2ccccc2)(C(=O)OC)[C@H]2C(=O)N(Cc3ccccc3)C(=O)[C@@H]12
    ., -1, -5%, 1%, -2%, -10%, -18%, -2%, 0%, 0%, -1%
CCOc1ccc(CCNC(=O)COC(=O)/C=C/c2cccc(OC)c2)cc1OCC
    2%, -2, 6%, 8%, -2%, 11%, -18%, -4%, -7%, -2%, 5%

Arranged by value in TCR act (rising): 4 from the list above
SMILES,TCR act
CCOC(=O)c1ccc(NC(=O)CSc2nc3c(c(=O)n2-c2ccccc2OC)SCC3)cc1,-1%
COCC(C)n1c(C)cc(C(=O)COC(=O)c2n[nH]c3ccccc23)c1C (stereo not given),7%
CCOc1ccc(CCNC(=O)COC(=O)/C=C/c2cccc(OC)c2)cc1OCC,11%
O=C(Cc1cccs1)Nc1ccc2c(c1)C(=O)OC2,13%

Additional compounds:
Under each structure – Mito fusion act, TSHR antagonist, Eya2 phos inh, A-T KAP1 phos, ELG1 repair inh, TCR act, a7 integrin act, Chronic BCR inh, Tb PFK inh, S-ASM inh, TSG101-PTAP inh
CC1CCCCN1S(=O)(=O)c1ccc(C(=O)Nc2nnc(-c3ccncc3)o2)cc1 (stereo not given)
    7%, 2, 0%, -5%, ?, 7%, -30%, 3%, 0%, 2%, 0%
COC(=O)c1cn(NC(=O)c2cc([N+](=O)[O-])ccc2F)c(=O)c2ccccc12
    -9%, -1, 5%, -4%, ?, 12%, -67%[inhibitor], -2%, 2%, 0%, -4%
Cc1cc(C)c(-n2c(C)cc(/C=C3/NC(=O)NC3=O)c2C)c(C)c1
    -2%, -2, -6%, 1%, 5%, -4%, -27%, -13%, 2%, 21%, -2%
COc1ccc(N2CCC(CNC(=S)Nc3cccc(OC)c3)C2)cc1 (stereo not given)
    17%, -1, -2%, -3%, 1%, 5%, ., 0%, 6%, ., .
CC(C)(C)OC(=O)N1CCCC(C(=O)Nc2ccc(C(=O)N3CCCCC3)cc2)C1 (stereo not given)
    ., -12, -20%, 0%, ?, 2%, -18%, 2%, 8%, 1%, -5%
COc1ccc(/C(O)=C2/C(=O)C(=O)N(CCCN3CCOCC3)C2c2ccc(C)cc2)cc1 (stereo not given)
    1%, -14, -14%, 6%, 0%, -21%, -35%[inhibitor], -6%, 0%, 2%, -4%
COC(=O)c1ccc(C)c(NC(=S)NCc2ccc(Cl)cc2)c1
    -7%, 18, 6%, 2%, 2%, 15%[46.1 µM], -31%, 8%, -5%, -2%, -3%
O=C(CSCc1ccc(Cl)cc1)Nc1nccs1
    -7%, -7, ?, 2%, ?, ., 23%, -6%, -1%, -2%, -11%
N/C(=N\OC(=O)c1ccccc1F)c1cccc([N+](=O)[O-])c1
    3%, 16, 10%, -3%, ?, -4%, 21%, ?, 2%, -4%, -2%
Fc1ccc(CSc2ncnc3c2oc2ccccc23)cc1
    10%, 12, 4%, -3%, ?, -4%, 16%, 0%, 0%, -20%, -2%
Cc1ccc(OCC(=O)Nc2cccnc2Cl)cc1C
    5%, -11, -9%, -7%, ?, -3%, 3%, ?, -5%, 10%, 2%
Cc1c(C=C2C(=O)c3ccccc3C2=O)cc(C#N)n1C
    -1%, -1, 12%, 2%, -1%, -9%, -26%, 11%, 0%, 2%, -6%
CC[C@]12c3[nH]c4cc(-c5ccco5)ccc4c3CCN1C(=O)[C@@H](CC(=O)NCCCOC)C[C@@H]2C(=O)N1CCN(C(=O)C2CC2)CC1
    ., -5, 6%, -5%, -3%, 3%[46.1 µM], 5%, 3%, -1%, 24%, 0%
COC(=O)c1ccc(OC(=O)CCN2c3ccccc3Sc3ccccc32)cc1
    7%, 48, 3%, -2%, 11%, -1%[46.1 µM], 5%, -28%, 7%, -9%, 1%
Cc1ccc(N2CC(C(=O)OCC(=O)c3ccc[nH]3)CC2=O)cc1 (stereo not given)
    -3%, 2, 7%, 6%, 21%, -1%, 11%, 3%, -5%, -4%, 0%
CSCCC1C(=O)OC2(C)CC(C)(C)NC(=S)N12 (stereo not given)
    -2%, 9, -17%, 2%, -3%, 0%[46.1 µM], 17%, -4%, -3%, 7%, 0%
O=CNC(n1cnc2c(N3CCOCC3)ncnc21)C(Cl)(Cl)Cl (stereo not given)
    3%, -6, 2%, -2%, 0%, 6%, ?, -14%, -6%, 2%, -1%
CC(=O)c1c(OCC(=O)N(C)C2CCCCC2)ccc2c(C)cc(=O)oc12
    ., -11, -16%, -6%, 1%, -9%, 6%, 0%, -1%, 10%, -3%
C[C@@]12C(=O)N(CCc3c[nH]c4ccccc34)CC(=O)N1[C@H]1c3ccccc3OC[C@@H]1[C@@H]2c1ccccc1
    23%, -31, -3%, 5%, ?, -4%, -36%, 1%, -2%, -12%, -3%
COc1ccc(S(=O)(=O)CCC(=O)Nc2c(C)cccc2C)cc1
    7%, 17, 4%, 18%, 9%, 2%, 2%, -1%, -7%, -4%, -1%
O=C(Nc1ccc(OCC(=O)N2CCOCC2)cc1)c1cc(F)c(F)cc1Cl
    -1%, -5, 5%, -5%, ?, -2%, 0%, 2%, 0%, 1%, -5%
COc1ccc(C(=O)NC(=S)Nc2cccc(NC(=O)c3ccco3)c2)cc1[N+](=O)[O-]
    -15%, -14, -6%, -5%, ?, -4%[46.1 µM], -34%[inhibitor], -13%, -1%, -12%, -1%
Cc1ccc(/C(O)=C2\C(=O)C(=O)N(CCc3c[nH]c4ccccc34)C2c2cccnc2)cc1 (stereo not given)
    -28%, -2, 15%, 5%, 0%, -8%, -15%, 0%, -1%, 0%, -8%

Reformatted: results already given.
SMILES | Mito fusion act | TSHR antagonist | Eya2 phos inh | A-T KAP1 phos | ELG1 repair inh | TCR act | a7 integrin act | Chronic BCR inh | Tb PFK inh | S-ASM inh | TSG101-PTAP inh
Cc1c(C=C2C(=O)c3ccccc3C2=O)cc(C#N)n1C | -1% | -1 | 12% | 2% | -1% | -9% | -26% | 11% | 0% | 2% | -6%
CC[C@]12c3[nH]c4cc(-c5ccco5)ccc4c3CCN1C(=O)[C@@H](CC(=O)NCCCOC)C[C@@H]2C(=O)N1CCN(C(=O)C2CC2)CC1 | . | -5 | 6% | -5% | -3% | 3%[46.1 µM] | 5% | 3% | -1% | 24% | 0%
COC(=O)c1ccc(OC(=O)CCN2c3ccccc3Sc3ccccc32)cc1 | 7% | 48 | 3% | -2% | 11% | -1%[46.1 µM] | 5% | -28% | 7% | -9% | 1%
